Screening data deposited in PubChem by several laboratories.
NR2E3 ag-1 = agonists of human NR2E3 nuclear receptor | Q9Y5X4 | CHO-S Gal4-NCOR/VP16-NR2E3 two-hybrid, luciferase | inhibition of corepressor binding, % at 3.98 µM | 360,000 tested, 0.35% active | AID 602229;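 active = inhibition above the mean of all tested compounds plus 3 SD, cut at about 70% in these data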;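 note: 0% = DMSO with NR2E3 transfected cells and 100% = cells lacking NR2E3 construct; higher means lower luciferase signal from less NR2E3 corepressor binding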
Target sequence (Q9Y5X4 whole entry, looked up, the tested form may be a part): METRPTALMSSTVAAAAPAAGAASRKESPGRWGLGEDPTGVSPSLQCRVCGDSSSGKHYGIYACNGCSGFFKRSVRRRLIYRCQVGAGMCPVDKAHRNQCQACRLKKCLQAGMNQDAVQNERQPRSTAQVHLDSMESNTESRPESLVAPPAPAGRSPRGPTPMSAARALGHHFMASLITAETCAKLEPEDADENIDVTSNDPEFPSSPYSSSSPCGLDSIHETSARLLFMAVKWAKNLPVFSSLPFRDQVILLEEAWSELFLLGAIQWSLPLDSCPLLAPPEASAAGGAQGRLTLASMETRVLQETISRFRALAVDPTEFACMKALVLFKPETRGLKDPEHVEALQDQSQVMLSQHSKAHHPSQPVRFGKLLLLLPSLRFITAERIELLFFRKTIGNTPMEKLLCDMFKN
NR2E3 ag-2 = NR2E3 (human) agonism; 320,000 tested, 0.12% active; GST-NR2E3/biotin-RetCOR TR-FRET, 1536-well; inhibition of corepressor binding, % at 4.78 µM; AID 2300; Q9Y5X4;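 active = percent inhibition above the cutoff of mean plus 3 SD of all tested compounds, set per screening campaign, cut at about 20% in these data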;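 note: 0% = DMSO wells and 100% = biotin wells as full block of FRET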
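Test system – NR2E3–RetCOR corepressor complex · Quantity – NR2E3 fusion 1.35 nM · Buffer or medium – Tris pH 7.5 · Incubation – Compound–protein incubation for 5 h at 4 °C · Technique – TR-FRET, Eu(K)-anti-GST donor, streptavidin-D2 acceptor, ex 340, em 617/671 nm · Evaluation – percent inhibition of 671/617 nm emission ratio versus biotin and DMSO controls · Plate – 1536-well format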
Peg3 prom inh = reduces Peg3 promoter-driven luciferase expression in HeLa | HeLa PEG-Prom luciferase reporter, luminescence, overnight | 360,000 tested, 1.7% active | inhibition, % at 20 µM;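 active = inhibition of at least 50% at 20 µM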
MITF TRPM1 inh = MITF TRPM1 promoter inhibition in SK-MEL-5 cells. SK-MEL-5 TRPM1 promoter luciferase, 24 h. inhibition, % at 12.5 µM. 330,000 tested, 0.83% active. AID 488899;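 active = mean inhibition across replicates of 60% or more, whatever share of single replicates reaches that level; inconclusive = some that reach 60%, reason not given; inactive = mean inhibition across replicates below 60%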; note: values of inactives mirror those of a sister screen read the other way
Exocytosis inh = blocks lytic granule exocytosis. TALL-104 LAMP-1 surface exposure, flow cytometry; cells stimulated with thapsigargin and PMA. inhibition, % at 10 µM. 360,000 tested, 0.66% active. AID 651702;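 active = inhibition above about 55%, limit read from the data; inconclusive = no clear call, values can overlap the other calls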
aDG glyco act = increases alpha dystroglycan glycosylation; activation, % at 10 µM; AID 624168; Pro5-aDG cells, alpha-DG glycosylation AlphaScreen (IIH6); 0% Pro5, 100% B10-LARGE cell signal; 360,000 tested, 0.22% active;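 active = activation of at least 8% versus controls, or a plate z-score of at least 8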;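 note: Pro5 are CHO cells carrying HIG-tagged alpha-DG that lacks glycosylation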
HIF-2a inh = HIF-2a inhibition | 786-0 RCC cells HIF-2a reporter, luciferase luminescence, overnight | AID 624352 | 360,000 tested, 0.72% active | inhibition, % at 18.8 µM;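 active = inhibition of the luminescence signal of 40% or more relative to plate controls, in a single-dose primary screen at 18.75 µM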
Vif inh = blocks HIV Vif function; HEK293T cells, Vif self-association by quenched fluorescence, imaging, 24 h; inhibition, % at 7.49 µM; 340,000 tested, 0.35% active; AID 602346; in the data active = inhibition above about 50%, passing the limit was not always enough; inconclusive = no clear call, values can overlap the other calls; inactive = below about 31%; note: some results filed as inactive read as strong as hits
hiPSC survival = hiPSC single-cell survival enhancement | survival enhancement, % at 20 µM | 360,000 tested, 0.044% active | ATPlite luminescence; 100% = ROCK inhibitor wells, 0% = DMSO; in the data active = survival enhancement above about 18%;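 note: cells exposed to compounds for 16 hours before the ATP read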
PDI inh = blocks human protein disulfide isomerase activity; P07237; PDI insulin aggregation turbidity, A650, 90 min; inhibition, % at 10 µM; 350,000 tested, 0.052% active;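 active = mean inhibition across replicates of 30% or more, whatever share of single replicates reach that level; inconclusive = mean inhibition below 30% while every single replicate reaches 30%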;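 note: absorbance from insulin aggregation driven by PDI reduction with DTT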
Target sequence (P07237 whole entry, looked up): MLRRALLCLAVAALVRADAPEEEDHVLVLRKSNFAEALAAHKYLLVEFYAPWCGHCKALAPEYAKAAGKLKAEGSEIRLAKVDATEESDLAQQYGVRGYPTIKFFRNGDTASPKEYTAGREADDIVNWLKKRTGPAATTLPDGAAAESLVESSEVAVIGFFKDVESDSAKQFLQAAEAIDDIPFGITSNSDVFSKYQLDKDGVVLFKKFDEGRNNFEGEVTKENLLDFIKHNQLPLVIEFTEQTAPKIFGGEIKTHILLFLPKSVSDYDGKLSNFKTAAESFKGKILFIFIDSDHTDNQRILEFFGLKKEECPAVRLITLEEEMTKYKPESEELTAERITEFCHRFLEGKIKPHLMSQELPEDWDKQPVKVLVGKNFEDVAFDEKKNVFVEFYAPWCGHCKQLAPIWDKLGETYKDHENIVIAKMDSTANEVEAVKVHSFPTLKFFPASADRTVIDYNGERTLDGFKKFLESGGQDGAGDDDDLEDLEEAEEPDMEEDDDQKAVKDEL
CaV13 ICDI inh = Primary screen for inhibitors of IQ motif and Ca2+-dependent inactivation inhibitor domain binding in CACNA1D, Förster resonance energy transfer in living cells, …. AID 743397. HEK cells, CFP/YFP FRET ICDI-IQ, plate reader, 10 min; percent FRET-ratio fall versus neutral wells. 340,000 tested, 0.098% active. inhibition, % at 12.3 µM;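 active = mean replicate inhibition of at least 30% and at least 1% of replicates passing that level; inconclusive = only one of the two criteria is met; inactive = neither criterion is met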;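 note: 0% = median of the neutral control wells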
Numbers without * were called inactive; ? = inconclusive; / = no result given.

SMILES	NR2E3 ag-1	NR2E3 ag-2	Peg3 prom inh	MITF TRPM1 inh	Exocytosis inh	aDG glyco act	HIF-2a inh	Vif inh	hiPSC survival	PDI inh	CaV13 ICDI inh
CCC1C(C#N)=C(SCC(N)=O)NC2=C1C(=O)CC(C)(C)C2 (stereo unspecified)	-19	-2	16	/	-10	0.1	24	-1	0.5	1	-4
COc1ccc(-c2nn(-c3ccccc3)cc2/C=C/C(=O)N2CCN(c3ccccn3)CC2)cc1	11	3	52*	0	-2	-0.6	-9	-4	-0.7	-3	-4
CCCNC(=O)Cn1c(=O)/c(=C/c2ccc(-c3cccc([N+](=O)[O-])c3)o2)s/c1=C\C(=O)C(C)(C)C	-18	/	3	-5	-1	-0.1	8	13	2.9	-19	-5
Cc1cccc(OCC(O)CN2CCN(S(=O)(=O)c3ccc(C)cc3C)CC2)c1 (stereo unspecified)	-3	-1	18	2	24	0.1	11	-6	4.0	-5	-3
O=C(NC1CC2CCCC(C1)N2C(=O)Nc1ccccc1F)C1CC1 (stereo unspecified)	-38	-2	26	-14	-12	0.0	15	17	0.0	8	-7
CCCCC(=O)N/N=C/c1ccc(-c2ccc([N+](=O)[O-])cc2)o1	-10	0	-21	-4	-2	-0.1	-39	-14	-0.3	-5	-22
O=C(CNC(=O)c1ccc(F)cc1)N/N=C/c1cc(Br)ccc1OCc1ccccc1	-29	-1	-7	-10	1	0.6	-34	-1	1.1	6	-4
COc1cc(OC)c(S(=O)(=O)Nc2ccccc2NC(=O)CN2CCOCC2)cc1NC(C)=O	-5	3	-7	10	-4	0.1	15	2	0.1	-1	0
Cc1cccc(N2CC(C(=O)Nc3ccc(S(=O)(=O)N4CCOCC4)cc3)CC2=O)c1 (stereo unspecified)	-2	2	14	2	-1	0.2	3	-6	2.7	1	-5
CC1=C(C(=O)NC2CCCc3c2cnn3-c2ccc(F)cc2F)OCCO1 (stereo unspecified)	66	3	-10	26	4	1.2	-11	-2	0.0	-6	-7
N#Cc1sc2nc(-c3ccccc3)cc(-c3ccco3)c2c1N	11	0	-17	1	3	0.3	-17	-1	-2.0	7	-9
O=C(NCc1ccccn1)c1cccc(NS(=O)(=O)c2cccc(Cl)c2)c1	4	1	-3	-2	-1	0.0	11	/	-0.5	1	-4
CN(C)S(=O)(=O)c1cccc(C(=O)NCCNC(=O)c2cccc(S(=O)(=O)N(C)C)c2)c1	-22	1	17	-8	-6	0.1	5	-10	0.6	-1	-3
COC(=O)Oc1ccc(/C=N/NS(=O)(=O)c2ccccc2)cc1OC	-1	-1	-8	2	-4	0.1	15	-4	-0.7	0	-19
CCCSc1nnc(NC(=O)CCc2ccccc2)s1	1	-1	-20	9	-11	0.0	-5	-7	-0.6	-4	-3
CN(C)C(=O)c1cc(C(=O)c2ccccc2Br)c[nH]1	17	-2	-26	-26	0	-0.1	-58	-1	0.0	0	-4
CCOC(=O)C1(Cc2cccc(Cl)c2)CCCN(C(=O)CCNC(C)=O)C1 (stereo unspecified)	12	/	-5	0	3	-0.1	7	-6	-0.4	-4	-3
CCCn1c(=O)[nH]c(=O)c2c1nc(-c1ccc(OC(F)F)cc1)n2CCN1CCOCC1	19	5	9	-1	1	0.1	-12	2	-0.5	-1	-7
COC(=O)c1c(NC(=O)COC(=O)[C@@H](NS(=O)(=O)c2cccc(Cl)c2)C(C)C)sc2c1CCC2	-10	0	20	1	2	0.2	17	5	-3.6	0	-5
COc1cc(/C=C2\SC(=Nc3ccc(O)cc3)NC2=O)cc(OC)c1O	-13	2	20	18	7	-0.2	10	-2	0.9	-4	-28

Ordered by molecular weight (highest first): some entries from above.
SMILES	NR2E3 ag-1	NR2E3 ag-2	Peg3 prom inh	MITF TRPM1 inh	Exocytosis inh	aDG glyco act	HIF-2a inh	Vif inh	hiPSC survival	PDI inh	CaV13 ICDI inh
CC1=C(C(=O)NC2CCCc3c2cnn3-c2ccc(F)cc2F)OCCO1 (stereo unspecified)	66	3	-10	26	4	1.2	-11	-2	0.0	-6	-7
COC(=O)Oc1ccc(/C=N/NS(=O)(=O)c2ccccc2)cc1OC	-1	-1	-8	2	-4	0.1	15	-4	-0.7	0	-19
N#Cc1sc2nc(-c3ccccc3)cc(-c3ccco3)c2c1N	11	0	-17	1	3	0.3	-17	-1	-2.0	7	-9

Later entries:
SMILES	NR2E3 ag-1	NR2E3 ag-2	Peg3 prom inh	MITF TRPM1 inh	Exocytosis inh	aDG glyco act	HIF-2a inh	Vif inh	hiPSC survival	PDI inh	CaV13 ICDI inh
O=C(COc1ccc(Cl)cc1)Nc1cc(NC(=O)COc2ccc(Cl)cc2)cc(C(=O)O)c1	16	-3	6	6	0	-0.1	28	1	0.1	6	-20
COc1ccc(OC)c(Cc2nnc(CCC(=O)N3CCN(C4CCCC4)CC3)o2)c1	-46	5	-144	-20	32	1.0	-190	7	-0.3	1	-6
CC1CC(C)CN(S(=O)(=O)c2cc(C(=O)O)c(Cl)s2)C1 (stereo unspecified)	-26	-2	-7	7	0	0.1	6	6	1.6	6	-17
O=S(=O)(NCC1COc2ccccc2O1)c1ccc2ccccc2c1 (stereo unspecified)	-6	4	14	5	-2	0.0	27	6	-0.4	-27	-4
CS(=O)(=O)Nc1ccc(C2=NN(C(=O)c3ccco3)C(c3ccccc3F)C2)cc1 (stereo unspecified)	-6	-1	5	21	?	-0.3	6	/	-2.1	10	-4
Cc1cccc(NC(=O)NCC2CCN(c3ccc(S(=O)(=O)N4CCOCC4)cc3)CC2)c1	13	0	7	-6	1	0.1	1	-6	-0.2	-3	-5
S=C(Nc1cccc(Cl)c1Cl)N1CCC2(CC1)OCCO2	-25	0	-14	5	2	0.5	-19	3	0.7	-2	-5
O=C(NCC1c2ccccc2CCN1C(=O)CN1C(=O)c2ccccc2C1=O)C1CCCCC1 (stereo unspecified)	-15	0	-18	1	-1	0.8	14	2	0.2	4	/
CCOCCn1c(=O)c2c(nc3n2CCN3c2ccc(CC)cc2)n(C)c1=O	-5	-1	8	3	2	0.3	6	-4	0.3	-2	5
Cc1nn(C)c(C)c1/C=C/C(=O)c1ccc(Cl)cc1Cl	76*	3	-5	6	-3	8.4*	-32	-1	-1.3	17	-6
O=C(N/N=C/c1ccccn1)c1cc(C2CC2)nc2ccccc12	-36	3	-3	18	-10	0.0	21	7	-0.5	-12	/
O=C(CCCSCCCC(=O)NN=Cc1ccccc1)NN=Cc1ccccc1	9	/	-18	-4	4	-0.2	-13	-8	0.5	-2	-6
Cc1noc(C)c1COC(=O)c1ccccc1Oc1ccccc1	-18	3	3	0	4	0.9	10	-9	-2.4	-2	-5
CC1CCCCN1C(=O)N[C@@H](Cc1ccccc1)C(=O)O (stereo partly specified)	17	0	5	10	-2	0.1	22	7	-0.1	2	-7
O=C(CCS(=O)(=O)c1ccccc1)Nc1ccccc1-c1nc2ccccc2s1	-24	3	20	0	2	-0.5	10	-8	1.8	-2	-5
CC(=O)Nc1ccc(C(=O)NCC2CCCCC2)cc1	-18	-2	-29	-5	-1	0.0	-31	0	-0.7	-3	-4
Cc1c(C(=O)NCc2ccccc2C(F)(F)F)sc(=O)n1Cc1ccccc1C#N	9	/	10	/	1	-0.2	4	2	-0.6	2	?
COc1ccc(Nc2ncccc2C(=O)Nc2ccccc2)cc1	7	0	2	-14	3	-0.2	6	-6	0.6	2	-4
O=c1oc(CCCO)cc2ccc(C#Cc3cccnc3)cc12	-77	/	-229	-48	-3	0.1	-207	7	-1.9	-1	-11
COc1cccc(/C=N/Nc2nccnc2Cl)c1O	-159	/	53*	59	-2	2.3	-12	-7	-2.3	-5	-1
O=C(CN1C(=O)NC2(CCCCC2)C1=O)Nc1ccccc1N1CCCCC1	5	0	4	0	-2	-0.2	16	-4	-0.6	-4	-22
CCCn1c(CN(Cc2ccccc2)Cc2ccccc2)nc2c1c(=O)n(C)c(=O)n2C	-8	2	20	6	8	-0.2	17	-4	0.0	/	/
CCCCc1cc(=O)oc2cc(C)c(CN3CCCC3)c(O)c12	2	2	32	-4	-1	-0.3	5	-3	2.0	-5	-6
CC1Cc2ccccc2N1C(=O)c1ccc(N2CCCC2)c([N+](=O)[O-])c1 (stereo unspecified)	-14	0	-34	-6	-5	0.1	-101	-13	1.3	17	-2
CCN1CCN(c2ccc(N3CCN(S(=O)(=O)c4ccc(C)c([N+](=O)[O-])c4)CC3)nn2)CC1	-4	-1	2	9	3	-0.1	-2	7	-0.2	4	-6
O=C(NCCN1CCN(c2ccccc2)CC1)Nc1cccc(Br)c1	-24	3	2	-11	13	0.5	17	-1	0.5	6	-3
Cc1ccc2nc(NC(=O)CSc3nnc(C)c(=O)n3N)sc2c1	-22	0	-122	-7	5	0.1	-121	-1	-1.5	-2	-8
COc1ccc(NC(=O)C2=CC(c3ccc(C)cc3)=NS(=O)(=O)N2C)cc1	30	4	17	12	-2	-0.3	10	-1	-1.2	/	-3
COc1ccc(CNC(=O)C2CCCN(S(=O)(=O)N3CCC(C)CC3)C2)c(OC)c1 (stereo unspecified)	-15	0	1	-1	2	0.4	9	-3	-0.3	-6	-16
Oc1c(Br)cc(Br)cc1/C=N/NC(=S)N[C@H]1CC2C=CC1C2 (stereo partly specified)	47	5	30	6	-7	-0.4	-9	-13	0.1	-3	22
CCOc1ccc(S(=O)(=O)NCCC(=O)NCC(c2ccc(OC)cc2)N2CCCCC2)cc1 (stereo unspecified)	-6	0	10	9	11	0.0	9	2	0.1	3	-2
CCOC(=O)c1c(C)oc2c(CN3CCN(C)CC3)c(Br)c(OC)c(O)c12	-15	-3	-9	-1	2	0.0	7	3	-0.9	-7	-4
C/C(=N\NC(=O)c1cccc(Cl)c1)c1cccc(NC(=O)C(C)C)c1	-71	-2	-12	3	2	0.7	-15	/	-1.0	-3	-4
CC(=O)Oc1ccc(C(=O)NCc2ccco2)cc1	-16	-1	0	-5	-10	-0.1	3	-2	-0.5	2	-7
CCN1C(=O)C(=Cc2cccc(OC)c2Oc2ccc([N+](=O)[O-])cc2[N+](=O)[O-])SC1=S	-22	-6	108*	88*	-9	-0.5	6	0	-0.5	4	-4
O=C(Nc1ccc(S(=O)(=O)Nc2nccs2)cc1)c1cc(-c2ccccc2Cl)nc2ccccc12	-20	1	30	4	2	0.0	27	-11	2.9	-6	/
N#C/C(=C\c1ccco1)C(=O)NCC1CCCO1 (stereo unspecified)	-15	1	-48	15	-12	0.1	-22	9	-0.7	-4	-3
CCc1ccc(C(C)NC(=O)c2cc(C)oc2C)cc1 (stereo unspecified)	-7	0	23	8	5	-0.4	7	7	0.3	-6	-4
O=C(OCc1cccc(F)c1)c1ccc2c(c1)-c1ccccc1C2=O	-7	7	-216	-61	-1	0.1	-334	-3	-1.7	4	-6
Cc1nnc(SCC(=O)N2CC(=O)Nc3ccccc32)n1C	0	1	5	-1	-4	-0.2	0	19	0.4	-4	-5
